zVAD death inh: L929 zVAD cell death inhibition. L929 zVAD necroptosis rescue, ATP luminescence, 24 h; with zVAD 60 µM. viability rescue, % at 10 µM. 220,000 tested, 0.38% active. AID 1377;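 active = activation, scaled between plate controls, above about 75%, limit read from the data; inactive = activation under that limit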;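 also: 0% = zVAD with DMSO and 100% = DMSO alone without zVAD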
TNF death inh: TNF-alpha cell death inhibition in Jurkat FADD-/- cells. Jurkat FADD-/- TNF necroptosis rescue, ATP luminescence, 24 h; 0 = TNF only, 100 = no-TNF cells. activation (protection from cell death), % at 10 µM. 220,000 tested, 0.068% active. AID 463075;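 active = activation, meaning protection from cell death, of at least 50% relative to plate controls; inactive = activation below 50%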;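 also: necroptosis triggered by 40 ng/mL TNF-alpha added together with compound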
Runt-CBFb FRET: blocks binding of human RUNX1 Runt domain to CBFb; Q01196+Q13951; Cerulean-Runt/Venus-CBFb FRET ratio 530/480, 1 h; inhibition, % at 20 µM; 220,000 tested, 0.46% active; AID 1496;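 active = inhibition over about 50% at 20 µM in the single-dose screen, limit read from the data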;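 also: 0% = DMSO wells and 100% = excess unlabeled CBFb competitor control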
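Measured by: fluorescence energy transfer, 422 nm excitation, 530/480 nm emission; Assay system: Cerulean-Runt domain; Medium: Tris pH 7.5 buffer with BSA; Measure: loss of energy transfer signal; Controls: 5 µM unlabeled CBFb as full-inhibition high control; Incubation: protein complex preformed 1 h, compound exposure 1 h, room temperature, dark.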
PGE2 EP2 inh: inhibitors of human EP2 prostaglandin E2 receptor | P43116 | C6 glioma cells expressing human EP2, cAMP TR-FRET; cells stimulated with saturating PGE2 | inhibition, % at 25 µM | 260,000 tested, 0.52% active | AID 1422;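 active = percent inhibition above 40 after rounding to a whole number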;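 also: rat C6 glioma host cells with rolipram phosphodiesterase inhibitor present; the protocol text gives 20 µM as final concentration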
Hck Nef HTS: human Hck-Nef kinase inhibition; P08631; Recombinant Hck-YEEI plus Nef, Z-Lyte FRET kinase assay; inhibition, % at 20 µM; 220,000 tested, 0.68% active; AID 463187;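 active = Hck-Nef kinase inhibition above about 50%, limit read from the data; inactive = inhibition below that limit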;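 also: 0% = DMSO with Hck plus Nef and 100% = Hck alone without Nef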
Target sequence (P08631 whole entry, looked up): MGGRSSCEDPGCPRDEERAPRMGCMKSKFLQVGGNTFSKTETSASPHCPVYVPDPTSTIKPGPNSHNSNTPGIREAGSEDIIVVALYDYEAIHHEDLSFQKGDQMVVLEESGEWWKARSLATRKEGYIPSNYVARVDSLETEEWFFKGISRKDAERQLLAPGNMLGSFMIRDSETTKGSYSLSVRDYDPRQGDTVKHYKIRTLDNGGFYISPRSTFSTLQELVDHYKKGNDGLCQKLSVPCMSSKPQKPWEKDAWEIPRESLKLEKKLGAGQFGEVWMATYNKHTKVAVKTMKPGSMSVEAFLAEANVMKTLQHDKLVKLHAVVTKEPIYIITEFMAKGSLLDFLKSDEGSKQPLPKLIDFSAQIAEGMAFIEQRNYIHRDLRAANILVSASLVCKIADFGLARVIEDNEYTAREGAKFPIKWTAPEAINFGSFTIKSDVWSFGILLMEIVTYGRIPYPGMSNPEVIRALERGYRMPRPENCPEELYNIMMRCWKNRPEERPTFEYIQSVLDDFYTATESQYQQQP
PERK inhibitor: blocks human PERK kinase; Q9NZJ5; CHO PERK-DD fusion, SEAP luminescence translation reporter; inhibition, % at 5.6 µM; 220,000 tested, 0.17% active; AID 1416;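 active = inhibition above the mean inhibition of all tested compounds plus 3 SD, set separately per screening campaign, cut at about 2.9% in these data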;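 also: PERK kinase domain activated by AP20187 dimerizer at 100 nM; 0% = DMSO with dimerizer and 100% = rapamycin at 8.4 µM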
Runt-SMMHC FRET: Runt domain-CBFb-SMMHC interaction inhibition; Cerulean-Runt/Venus-CBFb-SMMHC FRET ratio 530/480, 1 h; AID 1434; inhibition, % at 20 µM; 220,000 tested, 0.74% active; Q01196+Q13951;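 active = mean inhibition across duplicate retests at 20 µM reaching about 50%, limit read from the data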;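 also: 0% = DMSO wells and 100% = wells with excess untagged CBFb-SMMHC; inhibitors lower the FRET ratio by blocking Runt binding to CBFb-SMMHC; some results filed as inactive read as strong as hits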
RBBP9 inh: blocks human serine hydrolase RBBP9. recombinant RBBP9, FP-Rh probe fluorescence polarization. inhibition, % at 7.94 µM. 220,000 tested, 0.2% active;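 active = inhibition above the campaign mean of all tested compounds plus 3 SD, cut at about 14% in these data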;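 also: plate controls were DMSO wells with RBBP9 for no effect and wells lacking RBBP9 protein for full effect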
Target sequence (O75884 whole entry, looked up): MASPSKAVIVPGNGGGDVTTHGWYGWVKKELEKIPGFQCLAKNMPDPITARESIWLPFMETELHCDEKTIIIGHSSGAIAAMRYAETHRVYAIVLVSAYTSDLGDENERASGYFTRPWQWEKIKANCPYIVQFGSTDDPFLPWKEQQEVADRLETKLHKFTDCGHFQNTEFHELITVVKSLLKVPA
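Test system – recombinant human RBBP9 · Input – RBBP9 2.5 µM in dispensing solution, pre-mixing · Medium – Tris buffer pH 8.0, NaCl, Pluronic · Schedule – preincubation 30 min plus labeling 45 min at 25 °C · Measured by – fluorescence polarization · Measure – % inhibition · Controls – DMSO and no-protein wells · Replicates – one well per compound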
EP2 modulator: modulates human prostaglandin E2 receptor EP2 signaling; EP2-expressing cells, cAMP HTRF FRET, PGE2 co-stimulation; induction, % at 25 µM; 260,000 tested, 0.83% active; P43116;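 active = compounds whose cAMP rise, as percent of the full-agonist control response, exceeds 60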;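 also: rat C6 glioma line stably carrying human EP2 under a CMV promoter; the protocol text gives 20 µM as final concentration; 100% = response of wells given 1 µM PGE2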
Starred values were filed as active, the others as inactive; . = no result given.

SMILES,zVAD death inh,TNF death inh,Runt-CBFb FRET,PGE2 EP2 inh,Hck Nef HTS,PERK inhibitor,Runt-SMMHC FRET,RBBP9 inh,EP2 modulator
CCN(CC)c1ccc(/C=C2\CCC(/C=N/NC(=O)c3ccc(=O)n(C)c3)=C2N2CCOCC2)cc1,-0.6,2.0,-88,9,0,0.5,-210,1,12
Cc1cccc(NC(=O)c2cc3c(n(-c4ccccc4)c2=O)CCCC3=O)n1,-0.2,-2.4,1,27,1,0.8,-5,3,5
CCCCNC(=O)COC(=O)c1cc(S(=O)(=O)N2CCCCCC2)ccc1OC,0.9,2.6,-2,5,3,-2.0,2,-4,4
Cc1c(Cl)cccc1NC(CC(=O)c1ccccc1)C(=O)OCC(=O)c1cccs1 (stereo not given),-0.6,1.7,27,4,5,0.5,16,5,-6
CCCOc1ccc(N2CC(C(=O)NC3=NCCS3)CC2=O)cc1 (stereo not given),3.0,1.8,1,14,15,0.3,3,-16,-28
C#CCOCCOCCOCCNc1nc(N2CCN(C(=O)[C@H]([C@@H](C)CC)n3cc(CCCN=C(N)N)nn3)CC2)nc(N2CCN(C(=O)[C@H](CCCCN)n3cc(CCC(=O)O)nn3)CC2)n1,4.5,0.7,0,9,-1,-0.4,5,6,-19
CC1(C)OC(=O)C(=CNc2ccccc2)C(=O)O1,-0.2,-1.2,0,1,1,1.0,0,-9,29
O=C1CC(N(O)c2ccccc2)C(=O)N1Cc1ccccc1 (stereo not given),1.2,2.6,-2,9,-1,0.3,0,2,-17
O=c1c(OC2OC(CO)C(O)C(O)C2OC2OC(CO)C(O)C(O)C2OC2OC(CO)C(O)C(O)C2O)c(-c2ccc(O)c(O)c2)oc2cc(O)cc(O)c12 (stereo not given),0.4,1.5,4,12,29,.,2,.,18
O=C(CNc1ccc2ccccc2c1)N/N=C/c1ccccn1,-0.3,-1.7,9,11,-10,-0.8,1,-7,-41
Cc1cc(NC(=O)CC(C)(C)C)nc2c1c(=O)oc1ccccc12,1.0,4.9,-5,9,12,0.2,3,2,12
O=C(NCc1ccc(F)cc1)C(=O)NCC(c1ccco1)N1CCOCC1 (stereo not given),0.0,7.7,-1,3,24,1.1,5,-2,-13
CCOC(=O)c1ccc(Cl)c(S(=O)(=O)N2CCCC2)c1,-0.4,0.4,1,3,10,0.2,-3,-6,13
COc1ccccc1NC(=O)CCC(=O)N/N=C(/C)c1ccc(C)cc1,0.0,1.2,-2,7,-1,-0.2,0,3,18
Nc1scn[n+]1Cc1cccc2cccnc12,0.6,3.0,2,4,0,1.3,-4,7,7
O=C(NC1CCCc2ccccc21)c1n[nH]c(=O)c2ccccc12 (stereo not given),5.5,-0.2,-1,2,27,0.2,3,-8,-40
Cc1nc2c(-c3ccc(Cl)cc3)cnn2c2c1CCC2,74,1.7,-1,3,20,0.3,25,-4,2
O=C(CC1C(=O)NCCN1C(=O)Nc1ccccc1)Nc1cc(Cl)ccc1Cl (stereo not given),0.8,3.3,1,8,16,-1.2,2,-11,-17
CCC(=S)/C=C1\Sc2ccc3ccccc3c2N1CCCS(=O)(=O)O,1.0,-1.0,14,4,0,0.6,40,-10,-42
CC(=O)NNc1ncnc2c1cnn2-c1ccccc1,0.1,2.6,3,9,21,0.9,-32,-8,1
CCn1cc(C(=O)NC(=S)Nc2sc3c(c2C(=O)OC)CCCCCC3)cn1,1.4,1.8,-1,4,9,0.2,4,-8,4
Cn1cc(Cl)c(-c2nc3ccccc3[nH]2)n1,0.2,-2.1,-2,0,2,0.8,0,-2,19
COc1ccc(C)cc1NC(=O)COC(=O)c1ccc(OCc2ccc(Cl)cc2Cl)c(OC)c1,1.8,1.9,0,4,5,2.0,-3,-6,-6
CCn1c(NC)cc(=O)n(C)c1=O,0.4,-1.0,9,15,1,0.3,54,1,28
NC(=S)N/N=C/c1cc([N+](=O)[O-])ccc1Cl,-1.6,-1.7,1,1,32,0.3,-1,-8,0
CCC(=O)Nc1nc2ccc(NC(=O)c3cc(OC)c(OC)c(OC)c3)cc2s1,52,0.9,-10,8,23,-0.5,-1,-12,-70
CCCCOc1c(Cl)cc(CNC(C)(C)CO)cc1OCC,-0.2,0.5,-1,15,0,-0.8,1,-10,5
c1ccc2c(c1)oc1c(NCC3CCCO3)ncnc12 (stereo not given),0.5,0.8,-3,4,1,-0.8,0,4,-2
CN1C(=O)CSc2ccc(NC(=O)N3CCC(N4CCCCC4)CC3)cc21,0.1,-2.0,1,18,-1,0.3,-1,-5,9
CC(c1nnc(SCC(=O)N2CCc3ccccc32)n1-c1ccc(Cl)cc1)N(C)C (stereo not given),1.1,-2.8,-1,8,1,-0.8,3,-7,11
CCNC(=S)N/N=C/c1cccs1,-0.2,0.7,4,9,-18,0.2,-5,-5,10
CCOC(=O)c1nnn2c1nc(Nc1cccc(C(F)(F)F)c1)c1ccccc12,0.6,-6.1,-2,8,66*,-0.2,-1,-6,-12
O=[N+]([O-])c1cc([N+](=O)[O-])c(N2CCOCC2)cc1NCc1ccccc1,-0.3,0.3,0,7,1,0.0,-2,-5,14
COc1ccc(-c2nnn(CC(=O)N(CCN3CCOCC3)C(C(=O)NC3CCCCC3)c3ccco3)n2)cc1 (stereo not given),-0.2,0.8,-3,9,21,0.1,-6,-4,28
O=P(c1ccccc1)(c1ccccc1)c1nc(-c2ccccc2)oc1N1CCOCC1,1.0,3.3,0,10,14,-0.7,-2,-2,42
CCOC(=O)C(C)Sc1nc(=O)n2cccc(C)c2n1 (stereo not given),-0.4,-1.7,0,4,22,0.2,1,4,-22
CC(=O)Nc1cc(ON=C(C)C)cc([N+](=O)[O-])c1,0.0,-1.2,-2,9,-1,-0.4,1,-3,-10
CC(C)NS(=O)(=O)c1ccc(CCC(=O)Nc2cc(Cl)ccc2Oc2ccccc2)cc1,0.0,1.4,-3,7,4,-0.2,1,-7,21
CCCCCNC(=O)C1CC=CCC1C(=O)O (stereo not given),0.1,0.2,-1,12,8,-0.7,-2,-4,15
O=C(OCC(=O)N1CCCCCC1)c1ccc([N+](=O)[O-])cc1Cl,0.4,-0.7,0,3,-8,0.8,-1,-8,-3
CCSc1oc(-c2ccco2)nc1S(=O)(=O)c1ccccc1,0.3,-0.6,-2,14,0,-0.5,1,0,27
Cc1ccccc1-n1c(N)cc(=O)[nH]c1=S,0.2,-1.3,0,6,2,0.8,4,1,29
COc1cccc2[nH]c3c(N4CCc5ccccc5C4)ncnc3c12,1.9,-8.5,-1,11,23,-2.0,2,-1,-12
CC1CCCCN1Cc1nc2ccccc2c(=O)[nH]1 (stereo not given),0.8,0.6,-2,13,-1,-0.6,2,-8,-5
Cc1cc(N)n(-c2cc(C)c3ccccc3n2)n1,0.2,-5.4,-1,5,15,0.6,2,3,-51
CCOC(=O)CSc1ncc(OC)c(Sc2ccc(Cl)cc2)n1,-0.1,-5.1,-6,2,0,0.6,-4,-5,52
COc1ccc(OC)c(N(CC(N)=O)S(=O)(=O)c2ccc(OC)c(OC)c2)c1,-0.8,-1.1,1,8,1,-0.1,2,-9,8
C/C(=N\Nc1cc(C(F)(F)F)ccc1Cl)c1ccccc1O,.,1.8,1,5,6,0.7,3,-7,65*
Cc1ccc(-c2nc3ncccn3c2NC(=O)C2CC2)cc1,1.1,0.8,-2,17,0,0.7,3,-3,8
CCC1(C)C(Nc2c(C)cccc2C)=NC(=S)N1c1ccc(NC(C)=O)cc1 (stereo not given),0.8,-0.5,-1,8,-1,0.6,1,-6,-2

Grouped by structure: the entries above with a CF3 group
SMILES,zVAD death inh,TNF death inh,Runt-CBFb FRET,PGE2 EP2 inh,Hck Nef HTS,PERK inhibitor,Runt-SMMHC FRET,RBBP9 inh,EP2 modulator
CCOC(=O)c1nnn2c1nc(Nc1cccc(C(F)(F)F)c1)c1ccccc12,0.6,-6.1,-2,8,66*,-0.2,-1,-6,-12
C/C(=N\Nc1cc(C(F)(F)F)ccc1Cl)c1ccccc1O,.,1.8,1,5,6,0.7,3,-7,65*

Later entries
SMILES,zVAD death inh,TNF death inh,Runt-CBFb FRET,PGE2 EP2 inh,Hck Nef HTS,PERK inhibitor,Runt-SMMHC FRET,RBBP9 inh,EP2 modulator
CCCCCn1c(NCc2ccco2)nc2ccccc21,-0.7,0.6,0,4,-1,-1.2,0,-12,16
C/C(=N\NC(=S)NC(C)C)c1ccc(Cl)c([N+](=O)[O-])c1,0.2,3.6,6,19,-2,0.6,1,2,-3
Cc1sc(NC(=O)Cn2[nH]c(=O)c3ccccc3c2=O)nc1-c1ccccc1,-0.1,-1.3,0,9,0,-0.3,-2,-9,-6
BrC(=C\c1ccccc1)/C=N/N1CCN(c2ccccn2)CC1,-0.2,-11,0,14,-1,-1.4,-6,-3,-11
COc1ccc(C(C)=O)cc1COc1ccc(Cl)cc1Cl,0.1,0.8,-2,12,-3,0.0,-2,-6,17
Clc1ccc(CN2CCN(/N=C/c3ccco3)CC2)cc1,-0.3,2.2,1,3,25,1.0,1,-3,-45
COc1cccc(NC(=O)CS(=O)(=O)c2cn(CC(=O)N3CCOCC3)c3ccccc23)c1,0.8,0.5,0,4,-25,1.1,-3,2,10
O=C(c1cnc2nc3ccccc3n2c1)c1cc(F)ccc1O,12,-2.4,-6,12,33,0.2,-54,-5,-17
Cc1ccc([N+](=O)[O-])c(OCC(=O)OCC(=O)c2ccccc2)c1,0.7,1.7,1,10,1,0.7,0,-4,2

An excerpt from above, reduced to zVAD death inh and TNF death inh.
mol | zVAD death inh | TNF death inh
CCSc1oc(-c2ccco2)nc1S(=O)(=O)c1ccccc1 | 0.3 | -0.6
Cc1nc2c(-c3ccc(Cl)cc3)cnn2c2c1CCC2 | 74 | 1.7
C/C(=N\Nc1cc(C(F)(F)F)ccc1Cl)c1ccccc1O | . | 1.8
Cc1sc(NC(=O)Cn2[nH]c(=O)c3ccccc3c2=O)nc1-c1ccccc1 | -0.1 | -1.3
Cc1cccc(NC(=O)c2cc3c(n(-c4ccccc4)c2=O)CCCC3=O)n1 | -0.2 | -2.4
O=C(NCc1ccc(F)cc1)C(=O)NCC(c1ccco1)N1CCOCC1 (stereo not given) | 0.0 | 7.7

Not all compounds are listed; rates above refer to the full screens.
